# BRCT PPI green: qHTS Assay for Inhibitors of BRCT-Phosphoprotein Interaction (Green Fluorophore); AID 875, 2007; hit rate 0.05% among 75,000; Potency, µM (titrated, usually from 76.9 µM), for the others: at the top dose activity change, negative = inhibition, actives largely listed as inhibitors; BRCA1 BRCT-phosphopeptide binding, green fluorescence polarization;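 further: potency means the concentration at half of the fitted maximal effect; plate controls were peptide without protein for full effect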
#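 Compounds were incubated for 12 min at room temperature with a complex of 100 nM fluorescein-tagged pBACH1 decapeptide and 250 nM His-tagged BRCT protein. Buffer was phosphate pH 7.3 with EDTA, DTT and Tween 20. Disruption of binding lowers the polarization signal.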
# Casp1 inh: qHTS Assay for Allosteric/Competitive Inhibitors of Caspase-1; P29466; Potency, µM (highest dose often 57.5 µM), for inactives: at the top dose activity change, negative = inhibition, actives largely listed as inhibitors; hit rate 0.03% among 75,000; Caspase-1 enzyme, Ac-WEHD-AFC fluorogenic rate;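 further: potency means the concentration at half of the fitted maximal effect; plate controls were vehicle for no effect and no substrate for full effect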
# Rhodamine fluor: qHTS Assay for Spectroscopic Profiling in Rhodamine Spectral Region; Rhodamine-region fluorescence, 547/598 nm, Tris buffer; hits give high values; max dye-equivalent concentration, M; hit rate 0.05% among 59,000; AID 594, 2007; in the data active means max dye-equivalent concentration above about 11 nM; inconclusive means between about 1.1 nM and that limit
#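 Steps: pin-transfer compounds into pH 8.0 Tris (100 mM), hold 15 min at room temperature, image with a 547/598 nm filter pair, and convert intensities to rhodamine-equivalent concentration using a six-point on-plate rhodamine series.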
# 4-MU autofl: qHTS Assay for Spectroscopic Profiling in 4-MU Spectral Region | AID 589, 2007 | hit rate 11% among 59,000 | compound autofluorescence, 340/450 nm, 4-MU equivalents; hits give high values | max dye-equivalent concentration, M; in the data active means max dye-equivalent concentration above about 10 nM; inconclusive means mostly about 1.1 nM to 9.6 nM
#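 Compounds in 100 mM Tris, pH 8.0, incubated 15 min at room temperature, then fluorescence read at 340 nm excitation/450 nm emission. Signal converted to 4-MU dye-equivalent concentration using an on-plate six-point 4-MU standard curve.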
# USP2a inhib: qHTS Assay for Inhibitors of Ubiquitin-specific Protease USP2a; Ubiquitin carboxyl-terminal hydrolase 2 (Homo sapiens), O75604; USP2a enzymatic assay, qHTS inhibition; Potency, µM (series often up to 38.3 µM), without a hit: top-dose activity change, negative = inhibition, actives largely listed as inhibitors; hit rate 0.1% among 60,000; AID 927, 2007;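 further: potency means the concentration at half of the fitted maximal effect; nearly all actives have a fitted effect of over 60% in size; plate controls were DMSO for no effect and NEM full inhibition control for full effect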
#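 20 nM USP2 core + cpd, 30 min RT; add 20 nM Ub-PLA2/20 uM NBD C6-HPC; read Ex460/Em535 at 0 h and 2.5 h. Normalized to NEM; qHTS curve fit/classification.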
# A350 autofl: qHTS Assay for Spectroscopic Profiling in A350 Spectral Region | Compound autofluorescence, 340/450 nm, Alexa 350 dye-equivalents; hits give high values | max dye-equivalent concentration, M | hit rate 11% among 59,000 | AID 590, 2007; in the data active means max dye-equivalent concentration above about 10 nM; inconclusive means mostly about 1.1 nM to 9.6 nM
# HEK293 cAMP ctrl: qHTS Assay for Agonists of the Thyroid Stimulating Hormone Receptor: Activators of Intracellular cAMP Concentrations in Parental HEK 293. AID 938, 2007. hit rate 2.5% among 73,000. parental HEK293 CNG cAMP sensor, membrane potential fluorescence. Potency, µM (top dose mostly 57.1 µM), without a hit: at the highest dose activation, hits mostly activators; further: potency means the concentration at half of the fitted maximal effect; % of control where 0% means no effect; nearly all actives have a fitted effect of over 55% in size
#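 Counterscreen for endogenous-receptor signalling: CNG-channel HEK 293 cells report cAMP rise by membrane depolarization. After 60 min dye equilibration with 100 uM RO 20-1724, compounds incubated 30 min before bottom-read fluorescence at 590 nm.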
# Fluorescein fluor: qHTS Assay for Spectroscopic Profiling in Fluorescein Spectral Region | hit rate 0.91% among 59,000 | max fluorescein-equivalent concentration, M | Compound autofluorescence, 480/540 nm, fluorescein-equivalent; hits give high values; in the data active means max fluorescein-equivalent concentration above about 10 nM; inconclusive means between about 1.1 nM and that limit
#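 Normalized response (dye-equivalent concentration) derives from comparing each well's 540 nm emission, under 480 nm excitation, with plate-resident fluorescein standards. Compounds were held in 100 mM Tris, pH 8.0, for 15 min at room temperature.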
# BRCT PPI red: qHTS Assay for Inhibitors of BRCT-Phosphoprotein Interaction (Red Fluorophore). hit rate 0.03% among 75,000. Potency, µM (series often up to 76.9 µM), without a hit: top-dose activity change, negative = inhibition, actives largely listed as inhibitors. BRCT-phosphopeptide binding, red fluorescence polarization. AID 892, 2007; further: on the % scale 0 is the no-effect control and ±100 the full control effect
#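 Fluorescence polarization: 100 nM His-tagged BRCA1 BRCT with 100 nM TAMRA-labelled phospho-BACH1 decapeptide, phosphate buffer pH 7.3 with 150 mM NaCl, DTT, 0.01% Tween 20; 12 min RT. Binding inhibition seen as FP decrease.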
# Casp7 inh: qHTS Assay for Allosteric/Competitive Inhibitors of Caspase-7; P55210; recombinant caspase-7, Ac-DEVD-AFC fluorescence rate; Potency, µM (titrated, usually from 57.5 µM), without a hit: at the top dose activity change, negative = inhibition, most hits filed as inhibitors; hit rate 0.02% among 75,000; AID 889, 2007; active means well fitted inhibition curve with a large enough effect in the main read-out, with a control signal flat, not every such curve was filed as active; inconclusive means small, poorly fitted or top-dose-only effect, or a change in a side signal; further: potency means the concentration at half of the fitted maximal effect; % of control where 0% means no effect
# TexasRed autofl: qHTS Assay for Spectroscopic Profiling in Texas Red Spectral Region; max dye-equivalent concentration, M; Compound fluorescence, Texas Red channel, 547/618 nm; hits give high values; hit rate 0.06% among 59,000; in the data active means max dye-equivalent concentration above about 10 nM; inconclusive means between about 1.1 nM and that limit
#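 Compound titrations in 100 mM Tris pH 8.0 were incubated 15 min at room temperature and read at 547 nm excitation / 618 nm emission. Texas Red six-point standard curve on each plate converted fluorescence to dye-equivalent concentration.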
# * = called active by the depositor; i = inactive; ? = inconclusive; / = no result given; & = joins results of further samples; ! = a repeat was not active; [ ] = remark or other dose. Unless noted, the call rests on the fitted dose curve; in most records, active means well fitted curve in the direction sought with a large enough effect; inconclusive means small, poorly fitted or top-dose-only effect, or another doubt; inactive means no such curve, though single readings can be large; an effect the other way counts as inactive or inconclusive. Only part of the results is shown; rates above refer to the full screens.
SMILES,BRCT PPI green,Casp1 inh,Rhodamine fluor,4-MU autofl,USP2a inhib,A350 autofl,HEK293 cAMP ctrl,Fluorescein fluor,BRCT PPI red,Casp7 inh,TexasRed autofl
CCOc1ccc(/C(O)=C2/C(=O)C(=O)N(CC3CCCO3)C2c2ccc(C)o2)cc1 (stereo unspecified),-6.4%,-2.6%,/,/,16.1%[7.66 µM],/,-0.5%[11.4 µM],/,-1.6%,-0.8%,/
COc1ccc(NS(=O)(=O)c2ccc(NS(C)(=O)=O)cc2)cc1,-3.5%,-0.6%,/,/,1.0%[7.66 µM],/,3.9%[11.4 µM],/,-0.4%,0.0%,/
O=C(O)CSC1c2ccccc2C(=O)N1Cc1ccccc1 (stereo unspecified),-1.0%,1.2%,i,i,-8.0%,i,-6.5%,i,-1.9%,-0.3%,?
CC(=O)ON1C(C)(C)CC(OC(=O)c2ccccc2)CC1(C)C,0.1%,-1.2%,i,i,5.9%,i,?,i,-1.3%,2.8%,i
Cc1cc(C(=O)CSC(C)c2nc3ccccc3c(=O)[nH]2)c(C)n1C (stereo unspecified),0.5%,-1.8%,i,?,-0.1%,?,-1.6%,?,1.1%,-3.9%,i
Cc1ccc(-n2nc3c(c2NC(=O)c2ccc(S(=O)(=O)N4CCOCC4)cc2)CSC3)c(C)c1,-2.2%,-2.3%,i,i,1.1%,i,-10.1%,i,-1.0%,-6.5%,i
CCOC(=O)c1ccc(N2C(=O)CC(N(C)CCc3ccc(OC)c(OC)c3)C2=O)cc1 (stereo unspecified),-2.0%,-1.5%,/,/,24.9%,/,-4.2%,/,-0.2%,-2.6%,/
CCCCn1c(SCC(=O)Nc2cc(C)on2)nc2ccccc2c1=O,-0.3%,-0.6%,i,?,-2.9%,?,2.0%,?,0.2%,-0.3%,i
CSCC[C@H](NC(=O)NCc1ccc(F)cc1)C(=O)O,-1.8%,3.3%,i,i,0.0%,i,8.0%,?,0.5%,-2.4%,i
C/C(CC(O)c1ccc2ccccc2n1)=N/O (stereo unspecified),-1.3%,-1.7%,/,/,8.3%[7.66 µM],/,-0.2%[11.4 µM],/,-1.4%,0.7%,/
O=C(On1c(-c2ccccc2)nc2ccccc2c1=O)c1ccco1,-1.1%,16.4%,/,/,-5.2%,/,-7.4%,/,0.9%,2.0%,/
c1ccc(-c2nc3cnccn3c2Nc2ccc3c(c2)OCCO3)cc1,-2.7%,-0.3%,i,i,20.2%,i,2.2%,?,0.4%,-1.1%,?

# An excerpt from above in order of the Casp7 inh value, highest first:
molecule	Casp7 inh
C/C(CC(O)c1ccc2ccccc2n1)=N/O (stereo unspecified)	0.7%
CCCCn1c(SCC(=O)Nc2cc(C)on2)nc2ccccc2c1=O	-0.3%
Cc1cc(C(=O)CSC(C)c2nc3ccccc3c(=O)[nH]2)c(C)n1C (stereo unspecified)	-3.9%

# New compounds follow
SMILES,BRCT PPI green,Casp1 inh,Rhodamine fluor,4-MU autofl,USP2a inhib,A350 autofl,HEK293 cAMP ctrl,Fluorescein fluor,BRCT PPI red,Casp7 inh,TexasRed autofl
CS(=O)(=O)c1ccc(N)cc1,-1.0%,-1.1%,/,/,/,/,-3.1%,/,-0.3%,1.8%,/
CCCCn1c(C(C)NC(=O)CCC)nc2ccccc21 (stereo unspecified),-0.5%,-1.9%,/,/,/,/,2.9%,/,-2.3%,2.5%,/
Cc1nn(CC(N)=O)c(=O)c2ccccc12,/,/,i,i,/,?,/,i,/,/,i
COCCNC(=O)c1ccccc1-c1nc(-c2ccccc2Cl)no1,-0.3%,-0.7%,i,i,5.9%,i,15.5%,i,-1.7%,0.1%,?
CCC1CCCCN1C(=O)Cn1c(C(=O)OC)cc2ccsc21 (stereo unspecified),-0.2%,-1.0%,i,i,-2.9%,i,25.1µM*,i,-1.4%,-1.7%,i
O=C(O)/C=C\c1ccc(O)c(O)c1,1.6%[34.4 µM],-0.7%[25.7 µM],i,1.04e-08M*!,-10.3%[17.1 µM],1.21e-08M*!,?,?,0.2%[34.4 µM],-3.0%[25.7 µM],i
CCN(C(=O)CSc1nc2nc(C)cc(C)n2n1)c1ccccc1,-1.9%,0.0%,i,i,1.1%,i,3.7%,?,0.6%,1.0%,i
CCOc1ccccc1Oc1cn[nH]c1-c1ccc(OC)cc1O,1.1%,-3.0%,i,i,-16.2%,i,7.5%,i,2.0%,-3.9%,i
C[C@H]1CC[C@@H]2[C@@H](C)[C@H]3[C@H](C[C@H]4[C@@H]5CC=C6C[C@@H](O[C@]7(O[C@H]8O[C@@H](C)[C@@H](O)[C@@H](O)[C@@H]8O)C[C@@H](O[C@@H]8O[C@H](CO)[C@@H](O)[C@H](O)[C@@H]8O)[C@@H](O)[C@H](CO)O7)CC[C@]6(C)[C@H]5CC[C@@]34C)N2C1,6.1%[34.4 µM],2.0%[25.7 µM],i,i,68.4%[activator][17.1 µM],i,1.2%[25.6 µM],?,-0.7%[34.4 µM],1.8%[25.7 µM],i
Cc1cc(C(=O)NCC2CCCO2)n(-c2ccccc2)n1 (stereo unspecified),-1.6%,-3.2%,/,/,/,/,2.9%,/,-0.5%,-1.2%,/
CC(C(=O)OCC(=O)Nc1ccc2c(c1)OCO2)N1C(=O)c2ccccc2C1=O (stereo unspecified),-3.1%,1.0%,i,i,21.6%,i,17.9%,?,-0.6%,-0.3%,i
O=C(CSc1cccc2cccnc12)N1CCCC1,0.4%,-2.7%,i,7.87e-08M*,8.4%,8.55e-08M*,0.2%,i,1.2%,-0.2%,?
CCOc1ccc(-c2noc(CCC(N)=O)n2)cc1OCC,-2.0%,-1.6%,i,i,5.1%,?,8.1%,i,0.0%,-1.4%,i
C=C(C)C(=O)OCC1CN2C(CCC(C)C2c2ccc(Br)cc2)C(=O)O1 (stereo unspecified),0.7%&-0.9%&-0.5%[15.4 µM],-1.5%&-2.0%&-1.5%[11.5 µM],/,/,/,/,1.58µM*!,/,-0.9%&0.0%&0.7%[15.4 µM],-0.9%&3.4%&2.2%[11.5 µM],/
Cc1ccc(NC(=O)N(C2=NCC(C)S2)c2ccccc2)cc1 (stereo unspecified),-1.7%,1.7%,i,i,-2.1%,i,1.6%,i,-0.7%,0.3%,i
CCCCCCOC(=O)C(C#N)c1nc2ccccc2nc1N1CCN(C)CC1 (stereo unspecified),0.4%,?,i,1.87e-08M*,37.9%[activator],2.06e-08M*,-38.6%[inhibitor],?,-0.8%,-25.8%,?
CCc1nc(SCC(=O)Nc2ccc(C(=O)O)cc2)n[nH]1,-0.1%,-1.6%,/,/,/,/,2.8%,/,-1.6%,1.0%,/
O=C(Nc1ccc(N2CCN(C(=O)c3ccccc3)CC2)cc1)c1ccc(Br)o1,-2.3%,0.3%,i,i,32.5%[activator],i,-9.7%,i,-1.5%,-1.5%,?
CC(NC(=O)CN1C(=O)COc2ccccc21)c1ccccc1 (stereo unspecified),-1.1%,-0.3%,i,i,3.2%,i,24.2%,i,0.3%,2.0%,i
COc1ccccc1-n1cnnc1SCC(=O)Nc1ncc(Cl)cc1Cl,-2.4%,-0.1%,i,i,-1.2%,i,-5.7%,i,0.2%,-0.3%,i
Cc1c(Nc2ncccc2C(=O)O)cccc1C(F)(F)F,-0.9%[3.08 µM],0.3%,i,1.34e-08M*,-8.5%,1.53e-08M*,12.0%[25.6 µM],?,1.3%,0.3%,i
CCOc1ccccc1NC(=O)CSc1nnnn1Cc1ccccc1,2.0%,-1.3%,i,i,-0.6%,i,?,i,-0.6%,0.0%,?
O=C(CSc1nc2ccccc2n1CC(=O)N1CCCC1)Nc1nccs1,1.1%,-2.5%,i,i,0.5%,i,28.8%,i,0.6%,0.6%,?
CN1CCC2(CC1)CCN(C(=O)c1cccc(F)c1)CC2,-4.3%,-2.1%,i,i,-12.8%,i,10.6%,i,-0.2%,-0.1%,i
Clc1ccc(-n2ncc3c(N4CCCC4)ncnc32)cc1,/,/,i,i,/,i,/,i,/,/,i
Cc1ccc2c(c1)CCCN2C(=O)c1ccc2c(c1)OCO2,-1.6%,0.3%,i,i,-6.7%,i,?,i,-1.5%,-2.6%,i
N#Cc1cccc(NC(=O)c2ccccc2C(=O)O)c1,-2.2%,-0.2%,i,i,-4.7%,i,-1.0%,i,0.2%,-1.5%,i
N#Cc1c2n(c3c(-c4ccccc4)ncnc13)CCC2,0.5%,-6.6%,/,/,-4.5%,/,-2.9%,/,-1.0%,-1.0%,/
CC1(C)Cc2c(c(N3CCOCC3)nc3sc4c(NCc5ccco5)nnnc4c23)CS1,/,/,i,?,/,?,/,i,/,/,i

# Screening results as filed in PubChem.
